TbREL1 inh: TbREL1 RNA ligase inhibitors, primary screen, biochemical, FRET fluorescence | inhibition, % at 9.66 µM | actives 0.49% (n = 89,000) | TbREL1 RNA ligation | RNA-editing ligase 1, mitochondrial (Trypanosoma brucei brucei), P86926;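 active = inhibition above the mean inhibition across all screened compounds plus 3 SD, cut at about 11% in these data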;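 note: 0% = plate median of test wells and 100% = NSC42067 control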
Target sequence (P86926 whole entry, looked up): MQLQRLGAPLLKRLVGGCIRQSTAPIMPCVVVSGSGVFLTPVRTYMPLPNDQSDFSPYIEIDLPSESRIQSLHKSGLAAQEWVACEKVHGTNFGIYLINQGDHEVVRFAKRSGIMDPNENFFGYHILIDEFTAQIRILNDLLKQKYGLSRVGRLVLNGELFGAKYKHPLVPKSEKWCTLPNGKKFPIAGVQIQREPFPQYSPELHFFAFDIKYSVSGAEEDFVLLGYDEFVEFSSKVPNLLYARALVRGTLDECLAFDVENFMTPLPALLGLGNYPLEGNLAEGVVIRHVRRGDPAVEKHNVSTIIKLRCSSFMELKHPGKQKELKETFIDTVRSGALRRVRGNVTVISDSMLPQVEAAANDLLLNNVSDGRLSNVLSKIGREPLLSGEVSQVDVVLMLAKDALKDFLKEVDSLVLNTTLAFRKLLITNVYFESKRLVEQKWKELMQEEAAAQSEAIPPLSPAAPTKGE
Active calls of the source: *. The list is partial (hit frequency here may not be typical).

SMILES | TbREL1 inh
Cc1ccc(-c2noc(CSc3nnc(-c4cccs4)n3C)n2)cc1 | 0
O=C(O)c1nn(CC(=O)N2CCN(c3ncc(C(F)(F)F)cc3Cl)CC2)c(=O)c2ccccc12 | 6
CCCCn1c(N)c(-c2nc3ccccc3s2)c2c([N+](=O)[O-])nn(CC)c(=O)c21 | -1
COc1ccc(NC(=O)C23CC4CC(C2)CC(c2ccc(C)cc2)(C4)C3)cc1 | -2
CCOC(=O)C1=C(COC(=O)COc2ccccc2C(C)C)NC(=O)NC1C (configuration not stated) | -1
CC1(C)CC(=O)C2=C(C1)N(Cc1ccco1)C(=O)C2(NC(=O)c1cccnc1)C(F)(F)F (configuration not stated) | -3
CCOc1ccccc1NC(=O)/C(C#N)=C/c1cccnc1 | -5
CNC(=O)COC(=O)c1ccc(NC(=O)CC#N)cc1 | -2
Cc1ccc(N2C(=O)CC(Sc3ncccc3C(=O)O)C2=O)cc1 (configuration not stated) | 6
C=CCOC(=O)C1=C(C)NC(=O)NC1c1cc2c(cc1Br)OCO2 (configuration not stated) | -1
CCCOc1c(Br)cc(/C=N/O)cc1OC | 1
COc1ccc(N2CCN(C(=O)CSc3nnc(-c4cc5ccccc5cc4O)n3C)CC2)cc1 | 5
CCCC(=O)NNC(=O)CCC(=O)Nc1ccccc1Cl | 0
Cc1ccc(C(=O)N(C)CC(=O)Nc2ccc(N3CCOCC3)cc2)s1 | -2
Cc1nn(C)c(Cl)c1CN1CCN(CCC(C)C)C(CCO)C1 (configuration not stated) | 0
Cc1ccc(CNC(=O)c2ccc(CS(=O)(=O)c3ccccc3C)o2)cc1 | 0
Cc1cccc(C(=O)OCC(=O)c2ccc3c(c2)NC(=O)CO3)c1 | -2
O=[N+]([O-])c1ccc(C2Nc3cccc4cccc(c34)N2)cc1 | 2
COc1ccc(NC(=O)CSc2nc3ccccc3c(=O)n2CCC(=O)N2CCCCC2)cc1 | 5
Cc1ccc(C)c(NC(=S)NC(NC(=O)Cc2ccccc2)C(Cl)(Cl)Cl)c1 (configuration not stated) | -7
CC(C)CN(CC(C)C)C(=O)Nc1cccc([N+](=O)[O-])c1 | 3
CCOc1ccc(CCNC(=O)c2ccc(OCc3c(C)noc3C)cc2)cc1OCC | -3
Cc1cc(C)cc(NC(=O)c2ccc(CNc3c(N4CCCC4)c(=O)c3=O)cc2)c1 | -2
O=C(c1ccccc1)N1CCN(c2cc(Cl)nc3cc(-c4cccc(Cl)c4)nn23)CC1 | 3
CCc1nccn1CC(=O)c1ccc(O)c(O)c1 | -1
More results
SMILES | TbREL1 inh
CC(=O)Cc1nsc(NC(=O)c2ccc(-c3ccc(Cl)c(Cl)c3)o2)n1 | -2
OC(c1ccc(F)cc1)c1ncc(-c2ccccc2F)[nH]1 (configuration not stated) | -1
CCN(c1ccccc1)S(=O)(=O)c1cc(C(=O)O)ccc1C | 3
CN(CC(=O)NCCc1ccc(S(N)(=O)=O)cc1)CC(=O)Nc1ccc(Cl)c(C(F)(F)F)c1 | -4
COc1ccc(OC)c(NC(=O)CSc2nc3ccccc3c(=O)n2CC2CCCO2)c1 (configuration not stated) | 4
O=C(NCc1ccc2c(c1)OCO2)C1CC(c2ccc(Cl)cc2)=NO1 (configuration not stated) | 1
Cc1ccc(C(=O)N(CC(=O)NC2CCCCC2)c2ccccc2F)s1 | -1
O=C(CN1C(=O)CCSc2ccccc21)Nc1ccc(Cl)cc1 | 3
COc1ccc2c(-c3cccnc3)cc(=O)[nH]c2c1 | 0
CCC(C)(C)n1nnnc1C(c1cccnc1)N1CCN(c2cccc(C(F)(F)F)c2)CC1 (configuration not stated) | -1
O=C(CNC(=S)NC(=O)c1ccco1)c1ccccc1 | 0
NC1=NC(=O)/C(=C/c2cccc(-c3ccc(S(N)(=O)=O)cc3)c2)S1 | 7
CC(=O)Nc1cccc(-c2ccnc3c2CC(C(=O)NCc2cccnc2)O3)c1 (configuration not stated) | 3
CC12COC3(C(=O)Nc4ccc([N+](=O)[O-])cc4)CC1CCC32C (configuration not stated) | 4
COC(=O)c1c(N)n(-c2ccc(NC(C)=O)cc2)c2nc3ccccc3nc12 | 1
CC(=O)CCn1c(=O)n(CCC(C)=O)c(=O)n(CCC(C)=O)c1=O | 6
COC(=O)c1ccccc1NC(=O)CSc1nnc(-c2cccnc2)o1 | 3
CN(C)CCCN(C(=O)c1ccc(C(=O)c2ccccc2)cc1)c1nc2cc3c(cc2s1)OCCO3 | 12*
COC(=O)[C@]1(Cc2ccccc2)N[C@H](CN(C)C(=O)Nc2ccc(OC)cc2)[C@@H]2C(=O)N(C)C(=O)[C@@H]21 | -2
NC(=NCCc1ccccc1)NS(=O)(=O)c1ccccc1 | 2
CCC(=O)c1ccc(OCC(O)CN2CCOCC2)cc1 (configuration not stated) | 3
C=CCN(Cc1ccc2c(c1)OCO2)C(C#CC1CC1)C(C)(C)C (configuration not stated) | -1
CCOc1ccc(S(=O)(=O)NCCC(=O)N(CC)CC(=O)Nc2c(F)cccc2F)cc1 | -1
Oc1ccc(Nc2ccccc2F)c2cccnc12 | 17*
O=C1C=C(C#Cc2ccc(Oc3ccccc3)cc2)C[C@@H](c2ccc(F)cc2)C1 | 4
More results.
SMILES | TbREL1 inh
O=C(OCC(=O)c1ccc(Cl)s1)c1ccc(CO)cc1 | 0
Fc1ccccc1Cn1ccc2ccc(-c3ccc4ccn(Cc5ccccc5F)c4c3)cc21 | -1
CCOC(=O)c1[nH]c2ccccc2c1NC(=O)C(C)(C)C | -1
Cc1cc(C)n2c(SCC#N)nnc2n1 | 1
Nc1ccccc1C(=O)NC1CCCNC1=O (configuration not stated) | 1
Cc1ccc(NC(=O)c2nccnc2C(=O)O)cc1C | 2
C=COCCNC(=S)N1CCOCCOCCN(C(=S)NCCOC=C)CCOCCOCC1 | -6
Cc1ccc(S(=O)(=O)c2c(C)cc(C)nc2Cl)c(C)c1 | -4
NC(=O)[C@@H]1CCCN1C(=O)[C@@H](Cc1cnc[nH]1)NC(=O)[C@@H]1CCC(=O)N1 | 1
O=C(c1cc([N+](=O)[O-])ccc1Cl)N1CCN(c2ccccc2)CC1 | -2
COc1ccc([C@H]2CC(=O)C=C(c3cccc(CO)c3)C2)cc1OC | -1
Cc1ccc2cc(C(c3nnnn3Cc3ccccc3)N3CCc4ccccc43)c(=O)[nH]c2c1C (configuration not stated) | 2
CC(c1ccon1)N(C)C(=O)c1ccc2nc(Cc3cccc(Cl)c3)oc2c1 (configuration not stated) | -3
CC1(C(=O)NCc2cccc(C(F)(F)F)c2)CCN1CCc1ccccc1 (configuration not stated) | 6
Cc1ccc(-n2c(Cc3cccs3)nnc2SCc2ccc(Br)cc2)cc1 | -2
N#CCCn1cc(CNCc2ccccc2)c(-c2cccc([N+](=O)[O-])c2)n1 | 7
COC(=O)c1oc2c(c1C)C1(CCC2)SCCS1 | 0
CSc1ccc(Cn2c(C)c(C(=O)NCc3ccc(Cl)c(Cl)c3)sc2=O)cc1 | 1
COc1ccc(Cl)cc1N(CC(=O)N1CCCCC1)S(C)(=O)=O | 0
CC(C)CC(=O)NNC(=S)Nc1ccc(S(N)(=O)=O)cc1 | -5
COCCNC(=O)C(c1ccc(C)o1)N(Cc1ccc(F)cc1)C(=O)Cn1nnc2ccccc21 (configuration not stated) | -4
O=c1c2ccccc2nc2n1CCc1ccc(Br)cc1-2 | 2
S=c1[nH]nc(-c2n[nH]c3c2CCC3)n1N=Cc1c2ccccc2cc2ccccc12 | 0
COc1ccccc1/C=C/CN1CCCC(CCC(=O)NCc2ccc(F)c(F)c2)C1 (configuration not stated) | 2
COc1cc(OC)cc(C(=O)NCC(=O)N2CC=C(c3ccccc3)CC2)c1 | -1
Next compounds.
SMILES | TbREL1 inh
COc1cccc(-c2csc(N3CCN(C(=O)Nc4ccc(Cl)cc4)CC3)n2)c1 | 5
Cc1ccccc1-n1nc(C)c2c(C(=O)NN)cc(-c3ccncc3)nc21 | 2
CCn1c(COc2ccc3c(c2)OCO3)nnc1SCC(=O)O | 1
CC(=O)Nc1cccc(C(=O)NNC(=O)c2ccc(NS(=O)(=O)c3cccs3)cc2)c1 | -1
CCOC(=O)c1cc(C#N)c(C)nc1N(CC)CC | 3
CCn1cc(CN2CCC(n3nccc3NC(=O)Cc3ccccc3)CC2)c(C)n1 | -2
COc1cc(S(=O)(=O)N2CCCCC2)ccc1NC(=O)c1ccncc1 | 2
CCN(CC)C(=O)CNc1nnnn1-c1ccccc1 | -1
CC(C)=C1C2CCC1C1C(=O)N(CCc3ccccc3)C(=O)C21 (configuration not stated) | -3
CCNC(=S)NCC | -7
CCOC(=O)C1=C(COC(=O)/C=C/c2ccccc2Cl)NC(=O)NC1C (configuration not stated) | -3
CC(C)(C)n1nnnc1C(c1ccccc1)N1CCN(c2ncccc2C(F)(F)F)CC1 (configuration not stated) | -1
O=C(CC1C(=O)NCCN1Cc1ccccc1C(F)(F)F)NC1CCCC1 (configuration not stated) | -2
O=C(O)c1cc(NS(=O)(=O)c2ccc(NCc3ccccc3)c([N+](=O)[O-])c2)cc(C(=O)O)c1 | 1
O=c1cc(Cc2ccccc2)[nH]c(=S)[nH]1 | -3
Cc1ccc(NS(=O)(=O)c2cc(C(=O)Nc3cccc(N(C)S(C)(=O)=O)c3)ccc2C)c(C)c1 | 5
CCCn1c(SCC(=O)N2CCN(c3ccccc3)CC2)nc2ccccc2c1=O | 2
Cc1cc(C)cc(N(CC(=O)NC2CCC(C)CC2)S(=O)(=O)c2ccc(Cl)s2)c1 (configuration not stated) | -1
Cc1cc(C)c2c(n1)nn1c(NCCCN(C)C)cc(C)nc21 | 10
CCN(CC(=O)Nc1c(F)cccc1F)C(=O)c1ccc(C2SCCS2)cc1 | 1
CCN(C(=O)Cn1cnc2c1c(=O)n(C)c(=O)n2C)C1CCCCC1 | -2
CC1ON=C(c2cccc3ccccc23)N(C)C1=O (configuration not stated) | 4
C/C(=N/O)c1c(O)c(C)c(-c2ccccc2)n(-c2ccccc2)c1=O | -2
c1ccc(CO/N=C(\c2ccc(C3CC3)nc2)C2CC2)cc1 | -3
CCC(=O)N1CCCC1(C)C(=O)Nc1ccc2nc(C)ccc2c1 (configuration not stated) | 0
The results go on.
SMILES | TbREL1 inh
COc1ccc(C2OCC(C)(C)CO2)cc1OC | 4
CCOC1=C2[C@@H](CN(S(=O)(=O)c3ccc(C)cc3)[C@H]2c2ccccc2)[C@H]2C(=O)N(Cc3ccccc3)C(=O)[C@H]2C1 | 0
CCn1c2ccccc2c2cc(NC(=O)C/C(C)=N/NC(=O)c3ccccc3N)ccc21 | 0
Cc1ccc(NC(=O)CCl)c(C)c1 | 0
COc1ccc(CNC(=O)CNC(=O)N2CC(=O)Nc3ccccc32)cc1 | -2
O=S1(=O)CCOCCCN1Cc1ccccc1F | 1
COc1ccc(CC(=O)OC(C)C(=O)Nc2c(C)n(C)n(-c3ccccc3)c2=O)cc1OC (configuration not stated) | 1
O=C(NCCc1c[nH]c2ccccc12)c1cc(Cl)c2c(c1)OCO2 | -6
CN(CC(=O)NCCc1ccccc1)CC(=O)Nc1cccc(F)c1 | 3
Cc1nc(Cc2nnc(SCC(=O)N3CCN(c4ccc(F)cc4)CC3)o2)cs1 | -3
CCOC(=O)c1c(NC(=O)CNCCOC)sc2c1CCCC2 | 3
CC(C)CN(CCCNC(=O)CN1C(=O)COc2ccc(S(=O)(=O)N3CCOCC3)cc21)CC(C)C | 5
N#CCCN(Cc1cccnc1)C(=S)NC(=O)c1ccco1 | -1
O=S(=O)(c1ccc(F)cc1)c1nc(-c2ccccc2F)oc1N1CCCCC1 | 0
CCOc1cccc(-c2c(C(=O)N/N=C(\C)c3ccccn3)nnn2-c2nonc2N)c1 | -4
Cc1cc(Nc2cc(F)ccc2C)n2ncnc2n1 | 1
CN(c1c2c(nc3ncnn13)CCCC2)C1CCCCC1 | -3
O=C(Nc1ccc(F)cc1)N1CCCN(c2ccc(C(F)(F)F)cn2)CC1 | 25*
CCCn1nc(C(=O)Nc2cc(OCC)c(N3CCOCC3)cc2OCC)c2ccccc2c1=O | -2
Cc1cc(Nc2ccccc2)c2c([N+](=O)[O-])cc(C)c(C)c2n1 | 8
Cc1ccc(S(=O)(=O)Nc2ccc3nc(C)oc3c2)cc1 | 0
COc1ccc(OC)c(-c2csc(NC(=O)C3=NN(c4ccccc4)C(=O)CC3)n2)c1 | 8
O=C(CCS(=O)(=O)c1ccc(Br)cc1)N1CCN(Cc2ccccc2)CC1 | -1
CC(C)(C)c1ccc(OCCC(=O)NNC(=O)c2ccccc2)cc1 | -1
COc1ccc(C#Cc2c(-c3ccccc3)n(C)c3ccccc23)cc1 | 6

High-throughput results: PubChem BioAssay, The Scripps Research Institute Molecular Screening Center
